HePTP inhibitor – human HePTP phosphatase inhibition; inhibition, % at 20 µM; 0.64% of 110,000 active; recombinant HePTP phosphatase activity, OD absorbance; in the data active = inhibition above about 50%;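 note: plate controls were vehicle for no effect and reference inhibitor for full effect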
Target sequence (P35236 whole entry, looked up): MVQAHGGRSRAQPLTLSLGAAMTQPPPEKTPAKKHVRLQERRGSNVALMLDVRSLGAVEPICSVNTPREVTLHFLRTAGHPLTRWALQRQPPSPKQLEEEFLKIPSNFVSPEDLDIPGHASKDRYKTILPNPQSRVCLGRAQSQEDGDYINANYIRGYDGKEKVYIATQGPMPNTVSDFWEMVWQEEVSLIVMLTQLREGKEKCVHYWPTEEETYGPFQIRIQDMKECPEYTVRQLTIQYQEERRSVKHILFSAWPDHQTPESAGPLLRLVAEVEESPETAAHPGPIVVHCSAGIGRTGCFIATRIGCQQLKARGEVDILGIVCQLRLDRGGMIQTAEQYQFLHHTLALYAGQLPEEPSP
BAP1 inh – blocks human BAP1 ubiquitin-AMC hydrolysis; Q92560; recombinant BAP1, Ub-AMC hydrolysis fluorescence kinetic; active compounds read low; activity remaining (% of control), % at 20 µM; 0.48% of 72,000 active;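 active = activity remaining at or below 50% of control, provided the compound also passes the data quality filters; inactive = the rest, including low values that fail the filters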;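 note: 100% = DMSO wells rate and 0% = substrate alone blank rate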
Numbers without * were called inactive; nt = no result given; & = joins results of further samples. Not a hit list (roughly 0.91% active in at least one column).

SMILES	HePTP inhibitor	BAP1 inh
CC(=O)Nc1ccc(OC(=O)C(CCS(C)(=O)=O)N2C(=O)c3ccccc3C2=O)cc1 (stereo not drawn)	3	144
C=CCn1c(N)cc(=O)nc1SCC(=O)N1CCN(c2ccc(F)cc2)CC1	3	93
CC(C)CC(c1nnnn1CC1CCCO1)N1CCN(Cc2ccc3c(c2)OCO3)CC1 (stereo not drawn)	-1	132
COc1ccccc1P(=O)(c1ccccc1)c1ccccc1	0	nt
O=C1NC(=O)/C(=C/c2c(F)cccc2Cl)S1	-7	nt
COC(=O)c1[nH]c2ccc(F)cc2c1NC(=O)CCN1CCN(C(=O)c2ccco2)CC1	-7	111
Clc1ccc(-c2nn3c(-c4cccc(Cl)c4)nnc3s2)cc1	-1	nt
CC(C)CN(CC(C)C)S(=O)(=O)c1ccc(C(=O)Nc2nc3c(s2)CCc2ccccc2-3)cc1	nt	104
CCSC1=C(C#N)C(=O)n2c1cc1c2CCCC1	-2	76
COc1ccc(CCN2C(=O)CC(C(C)c3ccccc3)C2=O)cc1OC (stereo not drawn)	2	nt

An excerpt from above in order of their number in BAP1 inh, falling:
SMILES	HePTP inhibitor	BAP1 inh
COC(=O)c1[nH]c2ccc(F)cc2c1NC(=O)CCN1CCN(C(=O)c2ccco2)CC1	-7	111
CC(C)CN(CC(C)C)S(=O)(=O)c1ccc(C(=O)Nc2nc3c(s2)CCc2ccccc2-3)cc1	nt	104
CCSC1=C(C#N)C(=O)n2c1cc1c2CCCC1	-2	76

(continued)
SMILES	HePTP inhibitor	BAP1 inh
CC(=O)Oc1cc2oc3cc(C)ccc3[nH]c2c2c(=O)c3ccccc3c(=O)c12	nt	124
C=CCOC(=O)C1=C(C)NC(=O)NC1c1ccccc1Br (stereo not drawn)	nt	107
Cc1ccc(Cl)cc1N1CCN(S(=O)(=O)c2cccc(S(=O)(=O)N3CCCC3)c2)CC1	38	nt
COc1ccc(C(=O)/C=C\Nc2cc(Cl)ccc2O)c(OC)c1	10	nt
CN=C1SC(CC(=O)Nc2sc3c(c2C#N)CCCC3)C(=O)N1C (stereo not drawn)	16	100
Cc1ccc2cc(-c3noc(C4CCCO4)n3)c(=O)[nH]c2c1 (stereo not drawn)	4	77
CCN1C(=O)C(Cc2nc3ccccc3c(=O)n2C)c2ccccc21 (stereo not drawn)	-1	105
CCOc1cc(/C=C2\C(=O)NC(=S)N(c3cccc(Br)c3)C2=O)ccc1O	12	nt
COc1ccc(Cl)cc1C(=O)N1CCOCC1	-16	nt
OCCCc1nc2cc3ccccc3cc2[nH]1	nt	156
COc1ccccc1N1CCN(/N=C(\C)c2ccc(F)cc2)CC1	-8	nt
CC(C)N=c1cccccc1NC(C)C	nt	72
CCCCOc1ccc(S(N)(=O)=O)cc1	4	73
CCN(CC)S(=O)(=O)c1ccc(C(=O)Nc2ccc3c(c2)OCCO3)cc1	-7	107
Cn1c(CCNC(=O)c2ccccc2F)nnc1SCc1nc2ccccc2c(=O)[nH]1	5	113
CCCCn1nnc(NC(=O)Cc2ccc(Cl)cc2)n1	1	80
COc1ccc2cc(CN(C(=O)Nc3ccccc3OC)C3CCCC3)c(=O)[nH]c2c1	6	83
O=C(O)CNC(=O)/C(=C\c1cccs1)NC(=O)c1ccccc1	-7	nt
CCN1C(=O)/C(=C\c2cc(Cl)c(OCc3ccccc3)c(OC)c2)SC1=S	-7	nt
CC(=O)Nc1nc(N2C(=O)c3ccccc3C2=O)n(-c2ccccc2)n1	4	60
CC1=CC(C)(C)Nc2ccc(OC(=O)CN3C(=O)CCC3=O)cc21	6	98
CN(C)CCNC(=O)C(=O)NC(c1ccccc1)c1ccccc1	10	nt
CCCc1nc2sc3c(SCC(=O)NCc4ccco4)ncnc3c2c2c1CCC2	19	nt
O=C(CSc1nc2ccccc2o1)Nc1nc2c(s1)CCCC2	9&16	83
CCOc1ccc(NC(=O)c2ccc(C(=O)c3ccccc3)cc2)c([N+](=O)[O-])c1	5	nt
CC(=O)c1c(C)c2c(n1CCN(C)C)CCCC2	1	91
Cc1cccc(NC(=O)CCCOc2ccccc2)c1C	-11	nt
O=C(Nc1nc(-c2cc3ccccc3oc2=O)cs1)c1ccc(S(=O)(=O)N2CCc3ccccc32)cc1	nt	106
Cc1csc2nc(CNS(=O)(=O)c3ccc4c(c3)CCCC4)cn12	8	89
Cc1ccc(C)n1-c1ncn[nH]1	7	108

Part of the list above in order of formula weight, ascending:
SMILES	HePTP inhibitor	BAP1 inh
Cc1ccc(C)n1-c1ncn[nH]1	7	108
CC(C)N=c1cccccc1NC(C)C	nt	72
OCCCc1nc2cc3ccccc3cc2[nH]1	nt	156
CCCCOc1ccc(S(N)(=O)=O)cc1	4	73
CC(=O)c1c(C)c2c(n1CCN(C)C)CCCC2	1	91
COc1ccc(Cl)cc1C(=O)N1CCOCC1	-16	nt
Cc1cccc(NC(=O)CCCOc2ccccc2)c1C	-11	nt
CCCCn1nnc(NC(=O)Cc2ccc(Cl)cc2)n1	1	80
Cc1ccc2cc(-c3noc(C4CCCO4)n3)c(=O)[nH]c2c1 (stereo not drawn)	4	77
CN(C)CCNC(=O)C(=O)NC(c1ccccc1)c1ccccc1	10	nt
CC1=CC(C)(C)Nc2ccc(OC(=O)CN3C(=O)CCC3=O)cc21	6	98
O=C(O)CNC(=O)/C(=C\c1cccs1)NC(=O)c1ccccc1	-7	nt
CCN1C(=O)C(Cc2nc3ccccc3c(=O)n2C)c2ccccc21 (stereo not drawn)	-1	105
O=C(CSc1nc2ccccc2o1)Nc1nc2c(s1)CCCC2	9&16	83
CC(=O)Nc1nc(N2C(=O)c3ccccc3C2=O)n(-c2ccccc2)n1	4	60
CCOc1ccc(NC(=O)c2ccc(C(=O)c3ccccc3)cc2)c([N+](=O)[O-])c1	5	nt
CCN1C(=O)/C(=C\c2cc(Cl)c(OCc3ccccc3)c(OC)c2)SC1=S	-7	nt
COc1ccc2cc(CN(C(=O)Nc3ccccc3OC)C3CCCC3)c(=O)[nH]c2c1	6	83
Cn1c(CCNC(=O)c2ccccc2F)nnc1SCc1nc2ccccc2c(=O)[nH]1	5	113
CCCc1nc2sc3c(SCC(=O)NCc4ccco4)ncnc3c2c2c1CCC2	19	nt
CCOc1cc(/C=C2\C(=O)NC(=S)N(c3cccc(Br)c3)C2=O)ccc1O	12	nt
O=C(Nc1nc(-c2cc3ccccc3oc2=O)cs1)c1ccc(S(=O)(=O)N2CCc3ccccc32)cc1	nt	106

(list continues)
SMILES	HePTP inhibitor	BAP1 inh
COc1cc(-c2nc3nc(C)c(Br)cc3[nH]2)ccc1O	-10	nt
Cc1cc(C)nc(/N=C(\N)Nc2cc(Cl)cc(Cl)c2)n1	7	nt
CCOC(=O)c1cnc2c(C(F)(F)F)cccc2c1N1CCOCC1	7	95
CCN(CC)CCCNC(=O)c1cc(Cl)ccc1Cl	-7	nt
CCCC(=O)Nc1ccc(NC(=O)c2cccc3c(Br)cccc23)cc1	4	nt
CCOC(=O)CSC1=C(C#N)C(c2ccc(Br)cc2)CC(=O)N1 (stereo not drawn)	-5	nt
CN(C)c1ccc(C(=O)N2CCN(Cc3ccccc3)CC2)cc1	-13	nt
Cc1sc2nc(SCC(=O)NCCO)n(-c3ccccc3)c(=O)c2c1C	5	nt
Cc1ccc(NC(=O)/C(C#N)=C2\NC(C)(C)Cc3ccccc32)cc1	-14	nt
CCc1ccccc1N1C(=O)/C(=C/c2cc(C)n(C)c2C)C(=O)NC1=S	-11	nt
C=CCn1c(SCC(=O)c2cc(C)n(C(C)COC)c2C)nc2sc(C)c(C)c2c1=O (stereo not drawn)	-11	nt
O=C(CCc1ccccc1)Nc1cccc(Br)c1	-5	nt
O=C(Nc1ccccc1F)c1ccncc1	13	99
CSC1=NCCN1C(=O)Cc1ccc(Cl)cc1	5	99
CC1(C)Cc2c(C#N)c(SCC(=O)c3ccccc3)nc(N3CCOCC3)c2CO1	8	83
O=C1CSC2(C(=O)Nc3ccccc32)N1c1cccc(Br)c1 (stereo not drawn)	7	nt
CC(O)COc1ccc(/C(=N/O)c2ccccc2)cc1 (stereo not drawn)	-5	107
COc1ccc(C(=O)COC(=O)CCn2nnc(-c3cccc(O)c3OC)n2)cc1	6	104
COc1ccc(Nc2ccc([N+](=O)[O-])cc2C(=O)O)cc1	0	nt
COc1ccccc1N1CCN(S(=O)(=O)c2cccc3nsnc23)CC1	8	153

In the list so far, these have a COOH group:
SMILES	HePTP inhibitor	BAP1 inh
O=C(O)CNC(=O)/C(=C\c1cccs1)NC(=O)c1ccccc1	-7	nt
COc1ccc(Nc2ccc([N+](=O)[O-])cc2C(=O)O)cc1	0	nt

Remaining list, next part
SMILES	HePTP inhibitor	BAP1 inh
CCOC(=O)c1c(-c2ccc(OC)c(OC)c2)csc1N	10	nt
O=C(NNC(=O)c1ccco1)Nc1ccc(Cl)c(Cl)c1	5	nt
Cn1cccc1CN1CCN(S(C)(=O)=O)CC1	4	nt
O=C(c1ccc(F)cc1)c1ccc(N2CCCC2)cc1	-12&2	69&92
CS(=O)(=O)N(CC(=O)Nc1ccccc1Cl)c1cc(Cl)cc(Cl)c1	1	nt
CCc1ccccc1N(CC(=O)N1CCOCC1)S(C)(=O)=O	8	nt
COc1ccc(CN2C(=O)C3C4C=CC(C4)C3C2=O)cc1 (stereo not drawn)	0	101
COc1ccc(S(=O)(=O)N2CCCC(C(=O)O)C2)cc1 (stereo not drawn)	-5	nt
CCCOc1ccccc1/C=C1/C(=O)NN(c2ccccc2)C1=O	-1	nt
O=C(N/N=C/c1cccc(O)c1)c1n[nH]c2c1CCC2	3	nt
Cc1noc(C)c1C(=O)Nc1cccnc1	7	124
O=C1C2CCCN2C(c2ccccc2F)N1c1ccc(Cl)cc1 (stereo not drawn)	-7	83
O=c1[nH]c(SC2C=CCCC2)nc2sc3c(c12)CCCC3 (stereo not drawn)	-7	nt
COc1ccc(CNC(=O)COc2ccc3ccccc3c2)cc1	-14	nt
COc1ccc(S(=O)(=O)N(CC(=O)O)c2ccc(C)cc2)cc1	-2	97
NC1=NC(=O)/C(=C/c2cc(Br)ccc2OS(=O)(=O)c2ccc([N+](=O)[O-])cc2)S1	0	nt
Cc1nc(SCc2c(F)cccc2Cl)c2c(=O)n(C)c(=O)n(C)c2n1	-10	77
COCCOC(=O)c1ccc(NC(=O)c2cccc(Br)c2)cc1	nt	96
COC(=O)c1ccc(CSc2nc3scc(-c4cccs4)c3c(=O)[nH]2)o1	12	120
CN1CCN(CC(=O)Nc2c(C(=O)C3CC3)oc3ccccc23)CC1	-4	88
C(=N\Nc1nc(N2CCOCC2)nc(N2CCOCC2)n1)/c1ccc2ccccc2c1	3	nt
Cc1ccc(C(=O)Nc2nnn(C)n2)cc1	-5	104
CCCOC(=O)c1c(NC(=O)c2c(-c3ccccc3)noc2C)sc2c1CCCCC2	-7	nt
Cc1cccc(NS(=O)(=O)c2ccccc2)n1	2	99&69
COc1ccc(N=Cc2cccc(OC)c2O)c(OC)c1	nt	68
CCOc1ccc(NC(=O)/C(=C\c2ccccc2Cl)NC(=O)c2ccc(C)cc2)cc1	8	nt
C/C(=N\OCC(=O)N/N=C/c1ccccc1O)c1cccs1	-8	nt
CCOC(=O)c1sc2nc(NC(=O)C3CCCCC3)sc2c1C	6	53
c1ccc(Sc2ncnc3c2oc2ccccc23)nc1	6	96
CC1=C(C(=O)OCC(C)C)C(c2cccc(F)c2)N2C(=O)C(C)SC2=N1 (stereo not drawn)	7	83
CCOC(=O)C1CCCN(c2c(Nc3cccc(C)c3)c(=O)c2=O)C1 (stereo not drawn)	4	88
CC1(C)Cc2c(sc3nc(SCCOc4ccccc4)n(Cc4ccccc4)c(=O)c23)CO1	-12	nt
CCC1CCCCN1C(=O)c1cc2cc(Br)ccc2oc1=O (stereo not drawn)	7	95
O=C(CSCC(=O)Nc1ccccn1)Nc1ccc2ccccc2c1	-10	nt
COc1ccc(CCN(C(=O)c2ccccc2)C2=CC3CCC(C2)N3C)cc1OC (stereo not drawn)	11&0	99
CCc1ccc2oc(-c3cccc(NC(=O)c4cccnc4)c3)nc2c1	2	nt
O=C(NCCN1CCOCC1)[C@H](Cc1ccccc1)N1C(=O)c2ccccc2C1=O	7	100
CC1=C(C(=O)OCC2CCCO2)C(c2ccc(F)cc2)C2=C(CCCC2=O)N1 (stereo not drawn)	9	nt
N/C(=N\OC(=O)COc1ccccc1)c1ccc(Br)cc1	7	nt
Cc1nc2ccc(CCO)cc2s1	11	108&51
Cc1nc2cc(C(F)(F)F)ccc2n1C1CCN(C(=O)N2CCOCC2)CC1	4	82
Cn1ncc(Cl)c1C(=O)Nc1cccnc1	5	99
O=C(Nc1nc2ccc(S(=O)(=O)N3CCCCC3)cc2s1)C1CCCO1 (stereo not drawn)	5	101
CC(c1nnc(SCC(=O)c2c(N)n(C)c(=O)n(C)c2=O)n1-c1ccc(Cl)cc1)N(C)C (stereo not drawn)	2	115
COc1ccc(CC(=O)OCC(=O)Nc2ncc(Cl)cc2Cl)cc1	4	71

Bioassay records (PubChem)
